Compound activity: PubChem BioAssay, National Center for Advancing Translational Sciences (NCATS)
L3MBTL1 inh = qHTS Assay for the Inhibitors of L3MBTL1; Potency, µM (series often up to 57.1 µM), for the others: at the highest dose activity, negative = inhibition, most hits filed as inhibitors; Lethal(3)malignant brain tumor-like protein 1 (Homo sapiens), Q9Y468; 230,000 tested, 0.66% active; AlphaScreen L3MBTL1–H3K9me1 peptide binding; active means well fitted inhibition curve with a large enough effect; further: nearly all actives have a fitted effect of over 60% in size
Target sequence (Q9Y468 whole entry, looked up): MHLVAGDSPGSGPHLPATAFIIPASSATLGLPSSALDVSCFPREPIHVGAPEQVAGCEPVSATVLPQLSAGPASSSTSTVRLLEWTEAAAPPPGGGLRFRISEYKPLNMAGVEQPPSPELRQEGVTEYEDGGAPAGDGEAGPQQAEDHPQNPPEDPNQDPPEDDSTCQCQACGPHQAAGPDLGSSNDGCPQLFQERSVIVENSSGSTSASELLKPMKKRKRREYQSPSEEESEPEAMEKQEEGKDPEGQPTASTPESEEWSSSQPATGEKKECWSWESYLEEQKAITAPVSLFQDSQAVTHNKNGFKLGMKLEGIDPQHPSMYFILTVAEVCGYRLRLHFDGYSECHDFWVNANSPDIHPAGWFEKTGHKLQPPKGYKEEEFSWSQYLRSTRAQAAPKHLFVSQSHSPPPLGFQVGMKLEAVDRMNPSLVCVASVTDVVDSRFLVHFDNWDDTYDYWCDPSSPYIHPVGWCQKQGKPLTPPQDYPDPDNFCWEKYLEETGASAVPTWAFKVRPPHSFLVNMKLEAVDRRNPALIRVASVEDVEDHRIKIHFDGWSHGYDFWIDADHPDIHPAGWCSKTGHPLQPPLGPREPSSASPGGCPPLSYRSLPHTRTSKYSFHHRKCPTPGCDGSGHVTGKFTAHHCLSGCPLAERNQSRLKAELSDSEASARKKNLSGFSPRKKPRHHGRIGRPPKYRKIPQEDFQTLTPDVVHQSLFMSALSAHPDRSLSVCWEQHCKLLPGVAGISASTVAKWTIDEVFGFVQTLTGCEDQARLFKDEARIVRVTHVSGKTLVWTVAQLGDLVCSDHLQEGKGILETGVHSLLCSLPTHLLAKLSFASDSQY
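AlphaScreen assay: L3MBTL1 (50 nM final) was preincubated 30 min at room temperature with biotinylated H3(1-15)K9me1 peptide (75 nM final), then 30 min with library compounds; streptavidin donor and nickel chelate acceptor beads (10 ug/mL final) added, 30 min dark.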
* = called active by the depositor; [ ] = dose if it differs, or a comment. On the % scale 0 is the no-effect control and ±100 the full control effect; potency means the concentration at half of the fitted maximal effect.

SMILES	L3MBTL1 inh
Cc1cc(C)n(CC(=O)NCc2ccccc2)c(=O)c1C#N	-6%
COc1ccc(CCN2CC(C(=O)Nc3ccc(S(C)(=O)=O)cc3)CC2=O)cc1OC (centres undefined)	1%
CCc1ccc2nc(NC(=O)C3CSC4(C)CCC(=O)N34)sc2c1 (centres undefined)	-7%
O=C(NCCC1CCCC1)C1CCC(=O)N(CCCN2CCCC2=O)C1 (centres undefined)	-8%
COc1ccc(C)cc1NC(=O)CN1C(=O)C2CC=CCC2C1=O (centres undefined)	-3%
Cc1ccc(S(=O)(=O)N2CCCCC2)cc1C(=O)NCCN1CCOCC1	-2%
O=C(CNC(=O)c1cccc([N+](=O)[O-])c1)OCCCC(=O)c1ccc(F)cc1	-1%
CC1CCN(C(=O)COC(=O)/C=C/c2ccc([N+](=O)[O-])cc2)CC1	-3%
O=C(C1CC(=O)N(c2ccc(F)cc2)C1)N1CCC(c2nc3ccccc3[nH]2)CC1 (centres undefined)	-8%
O=C(Nc1cccc(NC(=O)c2cccs2)c1)c1ccc(Br)cc1	-2%
CC(C(=O)Nc1ccccc1F)N1CCN(S(=O)(=O)c2ccc(C(F)(F)F)cc2)CC1 (centres undefined)	4%
Cc1cc(Br)ccc1NC(=O)CN(C)C(=O)c1cc([N+](=O)[O-])ccc1N1CCOCC1	-5%
O=C(COC(=O)c1nc(Cl)c(Cl)c(Cl)c1Cl)NCc1ccccc1	-8%
O=C(NNS(=O)(=O)c1ccccc1Cl)C1COc2ccccc2O1 (centres undefined)	1%
CCOCCCNC(=S)N1CCN(c2nc(-c3ccc(F)cc3)cs2)CC1	-11%
CC(C)(C)c1ccc(C(=O)NCC(=O)NCc2ccccn2)cc1	-6%
COCCc1nnc(NC(=O)C23CC4CC(CC(C4)C2)C3)s1	8%
Nc1ncnc2c1ncn2[C@@H]1O[C@H](CNS(=O)(=O)c2cc(S(=O)(=O)c3ccccc3)cs2)[C@@H](O)[C@H]1O	5%
Oc1c(Cl)cc(Cl)cc1CNc1nc2ccccc2[nH]1	-9%
COc1ccc(C(=O)C2CCCN(Cc3cc(C)c(O)c(C)c3)C2)c(OC)c1 (centres undefined)	-16%
COc1ccc(N2CCN(S(=O)(=O)CCNC(=O)C(C)Oc3ccccc3)CC2)cc1 (centres undefined)	-11%
C=CCc1c(C)nc(SCc2ccccc2)[nH]c1=O	7%
Cc1ccc(-c2csc3ncnc(N4CCN(C(=O)c5ccco5)CC4)c23)cc1	-6%
C[C@@H]1CCC(=O)N(CC[C@H](N=[N+]=[N-])c2ccccc2)CC1	2%
O=C(NC1CCCN(Cc2ccc(Cl)cc2)C1)c1cccc(F)c1 (centres undefined)	0%
COc1cc(C(=O)Nc2scc(-c3ccccc3)c2C(=O)O)cc(OC)c1OC	0%
CCN(C(=O)CSc1ccc2ccccc2n1)C1CCCCC1	6%
CC(NC(=O)CCN1C(=O)c2ccccc2S1(=O)=O)c1ccccc1 (centres undefined)	10%
COc1ccc(C2=NS(=O)(=O)N(C)C(C(=O)NC3CCCC3)=C2)cc1	0%
Cc1ccc(C)c(NC(=O)C2C3C=CC(O3)C2C(=O)O)c1 (centres undefined)	2%
O=C(COC(=O)/C=C/c1cccc(C(F)(F)F)c1)NC(=O)NCc1ccccc1	3%
CC(C)(C)NC(=O)COc1ccc(S(=O)(=O)N2CCCC2)cc1	0%[2.29 µM]
Cc1c(CCC(=O)N2CCC(C(=O)O)(c3ccccc3)CC2)c(=O)oc2cc3oc4c(c3cc12)CCCC4	-4%
CCn1c(C)nnc1SCC(=O)Nc1ccc(Cl)cc1	-2%
Cc1cc2c(=O)n(C)c(SCC(=O)NC3CCCC3)nc2s1	3%
O=C(CN1CCN(S(=O)(=O)c2cccc(F)c2)CC1)Nc1ccnn1C1CCCC1	10%
COc1ccc(NC(=O)CC2SC(N3CCCC3)=NC2=O)cc1Cl (centres undefined)	1%
O=C(CCCOc1ccc(Cl)cc1)NC1CCCCC1	-4%[2.29 µM]
C=CCS(=O)(=O)N1CCCC(N(C)CCc2ccc(OC)c(OC)c2)C1 (centres undefined)	-9%
O=C(NCCNc1ccc([N+](=O)[O-])cc1Cl)c1ccccc1F	28%
COc1ccccc1C(=O)NCCC(=O)N1CCN(c2cccc(C(F)(F)F)c2)CC1	23%
COc1ccccc1CNC(=O)C1CCCN(S(=O)(=O)c2ccc3c(c2)C(C)(C)C(=O)N3C)C1 (centres undefined)	-2%
Cc1ccc(-n2nnnc2SCC(=O)NC2CCS(=O)(=O)C2)c(C)c1 (centres undefined)	4%
Cc1cc(C)cc(C(=O)NC(CC(N)=O)c2ccc(N3CCN(c4ccccn4)CC3)c([N+](=O)[O-])c2)c1 (centres undefined)	-3%
COc1ccc(NC(=O)CSCC(=O)Nc2nnc(CC(C)C)s2)cc1	-8%
CC(C)CN(C(=O)CCCOc1ccc(Cl)cc1Cl)c1c(N)n(Cc2ccccc2)c(=O)[nH]c1=O	3%
Oc1ccc(C2Nc3cccc4cccc(c34)N2)cc1	-1%
COc1ccc(NC(=O)CN(C)CC(=O)Nc2sc3c(c2C#N)CCC3)cc1	-53%
Cc1ccc(-c2cc(-c3ccccc3)nc(NN)n2)cc1	-5%
Cc1ccc(S(=O)(=O)N2[C@@H](c3ccc(F)cc3)C(C(=O)O)=CC[C@H]2c2cccs2)cc1	0%
CCOc1ccc(C(=O)N2CCN(CCc3ccccc3)CC2)cc1OCC	3%
O=C(CNC(=O)c1ccc(Cl)cc1)OCCN1C(=O)c2ccccc2C1=O	4%
CCCC(NCC(=O)Nc1ccccc1C(=O)NC1CC1)c1ccccc1 (centres undefined)	2%
Cc1cccc(C)c1OCC(=O)Nc1ccncc1	-6%
O=C(COC(=O)c1ncc(Cl)c(Cl)c1Cl)NCc1ccccc1	-1%
CN(C)CC(C)(C)CNc1ccc(S(=O)(=O)N2CCCC2)cn1	-1%
COc1ccccc1N1CCN(S(=O)(=O)CCNC(=O)CC2CCCCC2)CC1	4%
O=C(Nc1ccccc1N1CCCC1)C1CCN(S(=O)(=O)c2ccccc2)CC1	-9%
O=C(O)CC1c2ccccc2C=Cc2ccccc21	6%
COC(=O)[C@@]12CCCN1[C@H](c1ccc(-c3ccc4c(c3)OCO4)cc1)[C@H]1C(=O)N(C)C(=O)[C@H]12	-1%

17 compounds from above, sorted by formula weight, falling:
SMILES	L3MBTL1 inh
CC(C)CN(C(=O)CCCOc1ccc(Cl)cc1Cl)c1c(N)n(Cc2ccccc2)c(=O)[nH]c1=O	3%
Cc1cc(C)cc(C(=O)NC(CC(N)=O)c2ccc(N3CCN(c4ccccn4)CC3)c([N+](=O)[O-])c2)c1 (centres undefined)	-3%
Cc1ccc(S(=O)(=O)N2[C@@H](c3ccc(F)cc3)C(C(=O)O)=CC[C@H]2c2cccs2)cc1	0%
COC(=O)[C@@]12CCCN1[C@H](c1ccc(-c3ccc4c(c3)OCO4)cc1)[C@H]1C(=O)N(C)C(=O)[C@H]12	-1%
COc1ccccc1C(=O)NCCC(=O)N1CCN(c2cccc(C(F)(F)F)c2)CC1	23%
COc1ccccc1N1CCN(S(=O)(=O)CCNC(=O)CC2CCCCC2)CC1	4%
O=C(Nc1ccccc1N1CCCC1)C1CCN(S(=O)(=O)c2ccccc2)CC1	-9%
COc1ccc(NC(=O)CN(C)CC(=O)Nc2sc3c(c2C#N)CCC3)cc1	-53%
O=C(CNC(=O)c1ccc(Cl)cc1)OCCN1C(=O)c2ccccc2C1=O	4%
CCOc1ccc(C(=O)N2CCN(CCc3ccccc3)CC2)cc1OCC	3%
Cc1ccc(-n2nnnc2SCC(=O)NC2CCS(=O)(=O)C2)c(C)c1 (centres undefined)	4%
O=C(COC(=O)c1ncc(Cl)c(Cl)c1Cl)NCc1ccccc1	-1%
CCCC(NCC(=O)Nc1ccccc1C(=O)NC1CC1)c1ccccc1 (centres undefined)	2%
CN(C)CC(C)(C)CNc1ccc(S(=O)(=O)N2CCCC2)cn1	-1%
Cc1ccc(-c2cc(-c3ccccc3)nc(NN)n2)cc1	-5%
Cc1cccc(C)c1OCC(=O)Nc1ccncc1	-6%
O=C(O)CC1c2ccccc2C=Cc2ccccc21	6%

(continued)
SMILES	L3MBTL1 inh
CC(Sc1nnc(N)s1)C(=O)c1c(N)n(C)c(=O)n(C)c1=O (centres undefined)	0%
O=C(Nc1cc([N+](=O)[O-])ccc1F)C1CCN(S(=O)(=O)c2cccs2)CC1	-10%
Cn1c(SCC(=O)NC2CCS(=O)(=O)C2)nnc1-c1ccco1 (centres undefined)	-2%
CCCCNC(=O)[C@H]1C[C@H]1[C@@H](O)[C@H](CO)NC(=O)[C@H](Cc1ccccc1)NC(=O)OC(C)(C)C	1%
O=C(OCC(=O)N1CCCCC1)c1ccc(OC(F)(F)F)cc1	8%
O=C(COC(=O)/C=C/c1ccc(F)cc1)NCc1ccc2c(c1)OCO2	9%
Cc1noc(C)c1CSCC(=O)N(C)CC(=O)Nc1ccccc1C(F)(F)F	-1%
O=C(C[n+]1cc[nH]c1)c1ccc(Cl)cc1	4%
CC(=O)Nc1ccc(NC(=O)c2ccccc2N(Cc2ccccc2)S(C)(=O)=O)cc1	-1%
CCCn1c(C(CO)Nc2nc(C)cs2)nc2ccccc21 (centres undefined)	-5%
CCN(CC)C(=O)CN1C(=O)c2cccc3cccc1c23	-4%
CCCCC[C@H]1CN(CCCC)C(=O)[C@@H]1CC(=O)NCc1ccccc1	-2%
COc1ccc(NC(=O)N(C)C[C@H]2Oc3c(NC(=O)Nc4c(C)noc4C)cccc3C(=O)N([C@H](C)CO)C[C@@H]2C)cc1	0%
COc1ccc(C2=NS(=O)(=O)N(C)C(C(=O)NC3CCCCC3)=C2)cc1OC	3%
COC(=O)c1sccc1NC(=O)c1c(Cl)cccc1Cl	3%
CC1(C(=O)N2CCOCC2)CCCCC1	-7%
O=C(O)Cn1c(=O)n(Cc2ccccc2)c2ccccc21	15%
O=C(O)C1=NN(c2ccccc2)C(=O)CC1	7%
CCCN(Cc1ccc(C)cc1)C(=O)c1ccc(CNS(=O)(=O)c2ccc(C(C)=O)cc2)cc1	-6%
Cc1ccc(-c2nnc(Nc3cccc(O)c3)c3ccccc23)cc1S(=O)(=O)NCCO	-1%
O=C(CCc1c[nH]c2ccccc12)OCC(=O)N1CCN(S(=O)(=O)c2ccccc2)CC1	-1%
COc1ccc(S(=O)(=O)N2CCc3ccccc32)cc1C(=O)Nc1ccc(NC(C)=O)cc1	-1%
COc1ccc(S(=O)(=O)N2CCCCCC2)cc1C(=O)NCc1ccccc1Cl	8%
COc1ccccc1CN(C)C(=O)c1cccc(S(=O)(=O)N2CCCc3ccccc32)c1	1%
CNC(=O)c1ccc(NC(=O)CCNC(=O)Nc2ccccc2)cc1	-6%
Cc1c(C(=O)N2CCC[C@H]2C(N)=O)oc2c(F)cccc12	-6%
O=S(=O)(c1ccccc1)c1cnc2ccccc2c1	5%
CC[C@]12c3[nH]c4cc(CCC(=O)N(C)C)ccc4c3CCN1C(=O)[C@@H](CC(=O)NCCCOC)C[C@@H]2C(=O)N1CCN(C(=O)C2CC2)CC1	26%
COC(=O)[C@@]1(C)[C@H]2C(=O)N(Cc3ccccc3)C(=O)[C@H]2[C@H]2CN=C(SCc3ccc(C#N)cc3)N21	7%
O=C(Nc1ccncc1)c1cc(S(=O)(=O)N2CCCCC2)ccc1Cl	6%
NC(=O)CC(NC(=O)c1ccc(Br)cc1)c1ccc(NC2CCCCCCC2)c([N+](=O)[O-])c1 (centres undefined)	-12%
Cc1ccc(C)c(C(=O)CCC(=O)OCn2nnc3ccccc3c2=O)c1	4%
O=C(OCc1ccccc1F)c1cc2ccccc2cc1O	4%[2.29 µM]
CC1CC(C)CN(C(=O)COC(=O)c2ccc3ccccc3n2)C1 (centres undefined)	35%[activator]
CCc1noc(C)c1C(=O)Nc1nc(-c2ccc(OC)c(OC)c2)cs1	-4%
COCc1c(C(=O)N2CCN(S(=O)(=O)c3ccccc3Cl)CC2)oc2ccccc12	-1%
CC(=O)c1ccc(S(=O)(=O)Nc2ccc(-n3c(C)nc4ccccc4c3=O)cc2)cc1	5%
Cc1ccnc(NC(=O)CNC(=O)c2ccc3ccccc3c2)c1	2%
CCN(CC)C(=O)[C@H]1CC(CC(=O)NCCN2CCOCC2)C(=O)N2CCc3c([nH]c4ccc(OC)cc34)[C@]12C (some centres undefined)	-5%
Cc1ccc(S(=O)(=O)N2CCC(C(=O)Nc3ccc(N4CCOCC4)cc3)CC2)cc1C	-1%
COc1ccc(OC)c(-c2nn(-c3ccccc3)cc2C(=O)NCC(c2cccs2)N2CCOCC2)c1 (centres undefined)	-13%
COc1ccc(C(=O)CC2(C(=O)O)CCCCC2)cc1	-10%
O=C(NCc1nnnn1-c1ccc(F)c(F)c1)C(=O)c1c[nH]c2ccccc12	-5%
COc1ccc(NC(=O)CC(C)CC(=O)NCc2ccc(F)cc2)c(OC)c1 (centres undefined)	3%
COc1cc(C(=O)NCC(c2cccs2)N2CCOCC2)cc(Br)c1OCc1ccccc1 (centres undefined)	-5%
C=CCN1CCN(C(=O)CSc2ccccc2)CC1	-9%
CS(=O)(=O)Nc1ccc(-c2cc(/C=C3\SC(N)=NC3=O)c[nH]c2=O)cc1	3%
CCOC(=O)c1[nH]cnc1C(=O)N[C@@H](C)c1ccccc1	-10%
CC1CCCCC1NC(=O)CNC(=O)c1ccco1 (centres undefined)	0%
CC(OC(=O)C1CSC2(C)CCC(=O)N12)C(=O)Nc1cccc(C#N)c1 (centres undefined)	-2%

Not all compounds are listed; the hit share may differ from the screen's.
